IDE cell activ – boosts human insulin-degrading enzyme activity in HEK cells | activation, % at 5.96 µM | P14735 | FAbeta-B cleavage, fluorescence polarization; 0% vehicle, 100% cell-free pure enzyme wells | actives 0.073% (n = 340,000);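 active = activation above the mean of all tested compounds plus 3 SD, set per screening campaign, cut at about 17% in these data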
IMP-1 inhibitor – inhibitors of Pseudomonas aeruginosa IMP-1 metallo-beta-lactamase; inhibition, % at 5.6 µM; purified IMP-1, nitrocefin hydrolysis, epi-absorbance fluorescence; actives 0.45% (n = 290,000); AID 1556;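 active = inhibition above the mean plus 3 SD of all compounds in the same screening run, cut at about 4.5% in these data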;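 also: 0% = IMP-1 with DMSO and 100% = DMSO wells lacking enzyme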
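System – purified recombinant IMP-1 beta-lactamase · Input – IMP-1 dispensed at 0.2 nM · Timing – 15 min preincubation plus 25 min reaction at 25 °C · Signal – Epi-absorbance fluorescence, 480 nm excitation, 530 nm emission · Measure – percent IMP-1 inhibition derived from blank-referenced optical density · Controls – Enzyme-plus-DMSO low control, enzyme-free DMSO high control · Replication – singlicate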
PfM18AAP inh – blocks P. falciparum M18 aspartyl aminopeptidase. recombinant PfM18AAP, H-Glu-NHMec fluorogenic cleavage. actives 1.2% (n = 290,000). inhibition, % at 7.35 µM;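 active = inhibition above the campaign mean inhibition over all tested compounds plus 3 SD, cut at about 28% in these data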;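 also: 0% = plate median of test compound wells and 100% = 2 mM ZnCl2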
DNA FID counter – displaces DNA intercalator in HCV helicase counter-screen. actives 0.17% (n = 290,000). inhibition, % at 7.9 µM. DNA fluorescent intercalator displacement, fluorescence; in the data active = inhibition above about 37%;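 also: 0% = vehicle and 100% = reference compound; higher means more ethidium bromide displaced from hairpin DNA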
IDE inh – inhibitors of human insulin-degrading enzyme in cells; P14735; HEK cells, FAbetaB cleavage, fluorescence polarization; inhibition, % at 5.59 µM; actives 0.41% (n = 320,000); AID 434962;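 active = percent inhibition above the average of all tested compounds plus 3 SD, set per screening campaign, cut at about 16% in these data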;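 also: IDE supplied by intact live HEK cells; FP after avidin binding of uncleaved biotin substrate so inhibition keeps polarization high; 0% = DMSO wells and 100% = 60 µM reference IDE inhibitor Ii1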
SUMO HTRF inh – SUMOylation inhibition; P63279; HTRF SUMOylation assay, SAE1/SAE2 + UBC9, in vitro; inhibition, % at 35 µM; actives 0.36% (n = 290,000); AID 2006; in the data active = inhibition above about 50%, passing the limit was not always enough; also: strong numbers were not always called active
Target sequence (P63279 whole entry, looked up): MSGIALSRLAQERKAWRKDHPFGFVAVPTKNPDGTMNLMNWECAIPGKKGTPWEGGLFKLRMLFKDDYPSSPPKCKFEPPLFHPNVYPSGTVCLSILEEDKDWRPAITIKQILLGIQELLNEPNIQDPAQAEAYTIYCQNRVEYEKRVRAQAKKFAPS
VIM-2 inh – blocks Pseudomonas aeruginosa VIM-2 metallo-beta-lactamase; purified VIM-2, nitrocefin hydrolysis, epi-absorbance fluorescence; inhibition, % at 5.6 µM; actives 0.89% (n = 290,000);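 active = inhibition above the mean of all tested compounds plus 3 SD, cutoff set per screening run, cut at about 7.5% in these data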;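 also: red hydrolysis product quenches plate fluorescence so inhibitors raise well fluorescence; 0% = enzyme with DMSO and 100% = DMSO without enzyme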
HCV NS3 hel inh – HCV NS3 helicase inhibition | actives 0.56% (n = 290,000) | NS3 helicase DNA unwinding, Cy5 molecular beacon fluorescence | inhibition, % at 10.9 µM | AID 1800;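 active = inhibition above the mean of all tested compounds plus 3 SD, set per campaign, cut at about 35% in these data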;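 also: 0% = DMSO wells and 100% = thioflavine S control wells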
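Assay system – hepatitis C virus NS3 helicase domain fragment enzyme · Buffer or medium – MOPS pH 6.5, MgCl2, DTT, Tween20, BSA · Reagent – Cy5/quencher beacon DNA duplex and ATP to start · Compound – single 10.9 µM dose · Timing – 1 h at 25 °C · Technique – Cy5 beacon fluorescence read at start and 1 h · Measure – % inhibition of unwinding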
p-CIP stab down – compounds decreasing mouse p/CIP protein stability | actives 0.01% (n = 290,000) | Q05BA5 | F442A p/CIP-EGFP cells, EGFP fluorescence, 16 h | decrease of EGFP signal, % at 10 µM | AID 1984;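 active = EGFP signal decrease of at least 30% at 10 µM or well 3 SD below plate mean, unless failing retest; inactive = the rest, including hits failing retest or dose response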; also: some compounds called inactive have numbers as strong as hits; many of its hits are not listed in these tables
* marks the source's active call; other numbers are inactive results; · = not tested or not shown.

SMILES | IDE cell activ | IMP-1 inhibitor | PfM18AAP inh | DNA FID counter | IDE inh | SUMO HTRF inh | VIM-2 inh | HCV NS3 hel inh | p-CIP stab down
O=C(NCCCN1CCOCC1)c1cc(Cl)ccc1Cl | 5.3 | -1.7 | 0.9 | -1.8 | 0.0 | 5.1 | 0.2 | -1.8 | -5.3
Cn1c(O)c(N=NC(=O)c2ccccc2O)c2ccccc21 | 3.7 | -1.8 | -8.4 | 0.8 | 0.9 | 12.8 | -0.5 | 4.1 | -12.4
Cc1cc(C)c2c(CC(=O)NNC(=O)c3ccccc3)coc2c1 | -1.4 | -4.0 | -4.7 | -13.0 | 8.4 | 3.5 | -3.4 | 2.4 | -0.4
CCn1c(SCc2ccc([N+](=O)[O-])cc2)nnc1C(C)NC(=O)c1ccccc1Br (stereo not given) | 0.0 | -3.3 | 7.7 | -5.8 | -0.6 | -12.6 | -1.8 | 10.6 | -3.9
Cc1cc(/C(N)=N/OC(=O)c2ccccc2Cl)no1 | · | -0.7 | -9.4 | -5.0 | 3.6 | 16.4 | 1.8 | -2.9 | -8.0
O=C(CN1C(=O)c2ccccc2S1(=O)=O)NCCSc1ccccc1 | 8.9 | -4.1 | -8.5 | -1.0 | -3.3 | -10.8 | -1.7 | 6.8 | -6.1
CCCCCCCCN=C1NC(=O)CS1 | -0.5 | -0.1 | 1.5 | -11.8 | 3.4 | -5.9 | 0.8 | -1.1 | 3.4
Cc1cccc2sc(N(CCCN(C)C)C(=O)c3ccc(Cl)s3)nc12 | 5.0 | 0.8 | -13.7 | 13.2 | 1.5 | 16.3 | -0.3 | -33.9 | -0.1
COc1cc(/C=C(/C(=O)c2cccs2)c2nc3ccccc3[nH]2)cc(OC)c1O | -0.8 | -4.1 | 17.2 | -14.1 | 13.0 | 4.1 | -2.2 | 1.1 | -1.6
CC(C)C[C@H](NC(=O)[C@H](Cc1ccccc1)n1c(=O)[nH]c2ccccc2c1=O)C(=O)N1CCC[C@@H]1C(=O)O | 0.4 | 0.0 | 3.4 | -24.2 | 0.2 | 19.3 | 1.5 | 39.0* | 1.0
CC(=O)c1ccc(NC(=S)NC(=O)Cc2ccc(Cl)cc2)cc1 | 4.4 | -1.8 | -2.0 | -5.5 | 2.0 | -5.2 | -2.2 | -3.0 | -10.8
CCOc1ccc(NC(=S)N2CCN(S(=O)(=O)c3ccc(C)cc3)CC2)cc1 | 2.2 | -0.8 | -4.5 | -28.6 | 4.2 | 17.1 | -3.6 | -12.7 | -12.9
CC(C)N1CCc2c(sc(NC(=O)c3ccc(S(=O)(=O)N4CCOCC4)cc3)c2C(N)=O)C1 | 4.0 | -2.3 | 9.2 | -4.1 | 1.4 | -15.3 | -1.1 | -3.2 | -15.7
COC(=O)c1ccc(NC(=O)CSc2ccccn2)cc1 | 3.8 | -0.9 | -16.4 | 0.5 | -1.6 | 3.0 | 0.2 | 15.8 | -9.8
S=C(NCCCCc1ccccc1)NCc1ccccc1 | 4.9 | -3.5 | 1.9 | -20.7 | · | -10.2 | -5.7 | -5.3 | 2.4
COCCCNC(=S)NNC(=O)c1ccccn1 | -0.8 | 3.5 | 15.5 | -3.2 | -3.2 | -28.8 | 1.8 | -10.4 | -11.9
Cn1c(N)c(C(=O)COC(=O)CCC2CCCC2)c(=O)n(C)c1=O | 8.0 | -1.0 | 1.8 | -14.2 | 2.2 | 4.5 | -1.1 | -3.9 | -8.1
Cn1nc(C(F)(F)F)c(C(=O)Nc2ccc(F)cc2F)c1Sc1cccc(Cl)c1 | 1.1 | 0.2 | 1.0 | -6.6 | -2.2 | -7.7 | 0.6 | -3.2 | 4.5
CCC(Sc1nccn1C)C(=O)Nc1cccc2ccccc12 (stereo not given) | 1.7 | -2.4 | -3.4 | -2.2 | -1.3 | -0.6 | -0.3 | 9.5 | -12.0
COc1ccc(N(CC(=O)N/N=C/c2ccco2)S(=O)(=O)c2ccccc2)cc1 | 5.6 | -2.2 | -6.7 | -12.6 | -4.4 | 9.7 | -1.6 | 0.2 | 8.7

Reformatted: results already given
The line under a structure holds: IDE cell activ	IMP-1 inhibitor	PfM18AAP inh	DNA FID counter	IDE inh	SUMO HTRF inh	VIM-2 inh	HCV NS3 hel inh	p-CIP stab down
Cc1cccc2sc(N(CCCN(C)C)C(=O)c3ccc(Cl)s3)nc12
    5.0	0.8	-13.7	13.2	1.5	16.3	-0.3	-33.9	-0.1
COc1cc(/C=C(/C(=O)c2cccs2)c2nc3ccccc3[nH]2)cc(OC)c1O
    -0.8	-4.1	17.2	-14.1	13.0	4.1	-2.2	1.1	-1.6

Further structures follow.
SMILES | IDE cell activ | IMP-1 inhibitor | PfM18AAP inh | DNA FID counter | IDE inh | SUMO HTRF inh | VIM-2 inh | HCV NS3 hel inh | p-CIP stab down
CCCCn1cnc(C(=O)OCC)c1N | -3.4 | -1.2 | -1.3 | -3.7 | -0.4 | -1.5 | -5.0 | 3.8 | -5.5
CN(C(=O)CCN1C(=O)/C(=C/c2ccccc2)SC1=S)C1CCS(=O)(=O)C1 (stereo not given) | -2.5 | 2.5 | 2.6 | -5.7 | -5.3 | -85.0 | 0.6 | 12.6 | -7.1
Cc1cc(Nc2ccc(C(C)C)cc2)n2ncnc2n1 | 7.0 | -4.5 | 1.4 | -4.6 | -0.7 | -7.0 | 1.2 | 17.3 | 5.1
COC1CCCN(C(=O)c2ccc(OC3CCN(S(=O)(=O)N(C)C)CC3)cc2)C1 (stereo not given) | 4.9 | -1.7 | -0.4 | -29.5 | 5.6 | 1.4 | 1.2 | 3.2 | 0.2
COCCNC(=O)c1ccccc1-c1ccccc1C(=O)O | 2.5 | -3.7 | 8.9 | 1.8 | 1.6 | -9.7 | -1.0 | 2.7 | -16.8
Cc1ccc2nc(NC(=O)c3ccc(-c4nc5ccccc5s4)s3)sc2c1 | 5.4 | -2.2 | -0.3 | -3.2 | -0.2 | 1.1 | -2.6 | 7.1 | -7.2
O=C(NCc1ccccn1)c1cc(-c2ccc(Cl)cc2)oc1C(F)(F)F | · | -4.5 | 7.0 | -22.5 | 16.5* | -0.4 | -3.0 | -13.9 | -1.9
COc1ccc(NC(=O)c2sc(-c3ccccc3)nc2C)c(OC)c1 | 0.5 | -2.4 | -2.7 | -22.4 | -1.0 | 18.6 | -2.0 | -11.4 | -7.4
CCCOc1ccccc1C1NC(=O)NC(C)=C1C(=O)OCc1ccccc1 (stereo not given) | -1.3 | 1.1 | -10.2 | -31.2 | 3.3 | 8.6 | 0.9 | -15.5 | -19.0
NS(=O)(=O)c1ccc(NC(=O)c2cccc3ccccc23)cc1 | 5.9 | -2.9 | -5.1 | -2.3 | 1.2 | -1.8 | -2.6 | 8.6 | 4.5
CC(=O)c1c(C)[nH]c(C(=O)OCC(=O)Nc2cc(S(=O)(=O)N3CCCCC3)ccc2C)c1C | 0.8 | -2.4 | 2.1 | -24.0 | 5.3 | -9.1 | -5.7 | -21.5 | -3.0
COCCNC(C(=O)Nc1ccc(C)cc1[N+](=O)[O-])c1ccccc1 (stereo not given) | 4.2 | -2.4 | -5.8 | -11.8 | 5.8 | 5.1 | -2.9 | -2.9 | 6.4
O=C(CCNC(=O)C1CCN(S(=O)(=O)c2ccccc2)CC1)NCc1ccc(Cl)c(Cl)c1 | -0.8 | -2.8 | -3.7 | -50.2 | 2.5 | -21.5 | -2.1 | -4.8 | 0.5
O=C(Nc1ccccc1F)Nc1ccc([N+](=O)[O-])cc1Cl | -3.8 | -1.3 | 0.1 | 3.6 | -1.6 | 12.8 | -0.4 | 5.3 | -3.8
COc1ccc(CNC(=O)Nc2ccc(OC)cc2)cc1 | -1.4 | -2.3 | 2.2 | 3.2 | -6.7 | 6.5 | -4.3 | 5.2 | -0.2
Cc1ccc(C(C(=O)NC(C)(C)C)N(Cc2cccs2)C(=O)c2csnn2)cc1 (stereo not given) | 1.2 | -6.8 | 35.1* | -38.8 | 1.2 | · | -4.4 | 3.0 | ·
CCCOc1ccc(N2C(=O)CC(N(CCc3ccc(OC)c(OC)c3)C(=O)c3ccccc3)C2=O)cc1 (stereo not given) | -0.9 | -4.5 | -17.1 | -43.9 | 6.8 | 4.1 | -0.8 | -7.6 | -4.8
CN1C(=O)C(C)(C)c2cc(S(=O)(=O)NCC3CCC(C(=O)NC4CCCCC4)CC3)ccc21 (stereo not given) | 2.4 | -4.0 | 7.3 | -64.3 | 7.0 | -0.2 | -1.0 | 3.8 | -1.5
CN1CCN(NC(=O)c2cccc3ccccc23)CC1 | -1.2 | 0.5 | 7.1 | 0.8 | 2.3 | 13.1 | -4.3 | 20.4 | 3.9
Cc1ccc(CNCc2cccnc2)s1 | -4.7 | -2.5 | -1.7 | 2.2 | 3.2 | 7.0 | -2.6 | -20.8 | -13.4
Cc1ccc(NC(=O)NNC(=O)c2cccs2)cc1 | 1.0 | -2.3 | 50.8* | -1.1 | 0.5 | 14.4 | -1.9 | -1.5 | -7.4
COc1ccc(-c2csc(C3=C(O)CN(C(C)C)C3=N)n2)cc1OC | -0.5 | -2.0 | -0.4 | -13.1 | 2.6 | 17.7 | -0.8 | 3.3 | 0.4
CCOc1ccc(NC(=O)c2ccc(-n3cccn3)nc2)cc1 | -8.0 | -1.2 | 0.3 | -1.8 | 4.1 | 23.0 | 0.4 | -3.0 | -7.9
CC(Oc1ccc2oc3ccccc3c2c1)C(=O)NC12CC3CC(CC(C3)C1)C2 (stereo not given) | 2.9 | -3.4 | -3.5 | -4.4 | -2.6 | -11.0 | -0.7 | -6.0 | 9.8
CCN(CC)S(=O)(=O)N1CCC(C(=O)NC2CCCC2)CC1 | 5.4 | -3.7 | 4.7 | -0.3 | 2.7 | 0.2 | 0.0 | -8.0 | 1.4
Cc1onc(-c2ccccc2)c1C(=O)N1CCCc2ccccc21 | 0.3 | -3.0 | 1.0 | -17.3 | 4.4 | 10.7 | -1.5 | 1.3 | -11.2
Cn1ccnc1C(OC(=O)c1ccccc1)C(F)(F)F (stereo not given) | 0.5 | -2.6 | 0.1 | -3.8 | -1.6 | -2.0 | 0.2 | -7.8 | 7.3
CCOC(=O)C1(Cc2cccc(Cl)c2)CCCN(C(=O)c2ccnn2C)C1 (stereo not given) | 3.0 | 1.2 | -5.5 | -54.5 | -4.2 | 0.5 | -1.8 | 3.8 | -9.2
CCc1ccc(NC(=O)C2CCCN(S(=O)(=O)c3ccc4[nH]c(=O)ccc4c3)C2)cc1 (stereo not given) | 3.8 | -0.2 | 3.9 | -9.9 | -3.4 | 18.3 | 0.3 | 10.6 | -2.5
Fc1ccc(NC(=S)N2CCc3[nH]c4ccccc4c3C2)cc1 | 8.7 | -2.6 | -2.6 | -4.5 | 3.2 | -9.7 | -0.9 | -12.9 | -0.8
CCCn1c(=C(C#N)C#N)s/c(=C2\C=Cc3ccccc3N2CC)c1=O | 0.0 | -4.2 | 4.5 | 1.0 | · | 0.6 | -0.2 | 1.1 | -2.1
CCOc1cc(C(=S)N2CCCC2)ccc1OCC(=O)Nc1c(C)cc(C)cc1C | 0.5 | -1.2 | -1.8 | -6.5 | -0.1 | -1.4 | -2.1 | -13.0 | -7.5
